GPR55 beta-arrestin – GPR55 agonists via beta-arrestin recruitment, primary screen, imaging, U2OS cells, beta-arrestin-GFP redistribution (AID 1961). activation, % at 10 µM; hits with a dose series show EC50 in µM. hit rate 0.048% among 290,000. U2OS GPR55 beta-arrestin-GFP redistribution imaging; higher % means a stronger effect;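 active means activation above 40% with more than 50 cells counted in the well; inconclusive means wells holding fewer than 50 cells, flagged as toxic or sparse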;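 further: U2OS osteosarcoma cells stably expressing GPR55 and beta-arrestin-GFP; plate controls were DMSO negative control for no effect and LPI positive control for full effect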
KOR beta-arrestin-1 – KOR agonists, beta-arrestin recruitment, primary screen, cell-based, luminescence, uHTS (AID 1777) | KOR beta-arrestin recruitment, luminescence; higher % means a stronger effect | activation, % at 10 µM, or EC50 in µM where a hit was titrated | hit rate 0.02% among 280,000; in the data active means activation above about 50%, passing the limit was not always enough; further: a part of the inactive calls stands beside numbers as strong as those of hits
NTR1 ag – agonists of NTR1, primary screen, imaging, U2OS cells, beta-arrestin-GFP, high content (AID 493036); Neurotensin receptor type 1 (Homo sapiens), P30989; NTR1-U2OS beta-arrestin-GFP spot imaging, agonist mode; activation, % at 20 µM; hit rate 0.17% among 330,000;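 active means activation at or above 40% of the spot to cytoplasm intensity ratio, with at least 20 cells analyzed; inconclusive means wells under 20 cells, flagged as cytotoxic or low count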;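 further: 0% = DMSO without peptide and 100% = 100 nM NTR1 peptide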
Target sequence (P30989 whole entry, looked up): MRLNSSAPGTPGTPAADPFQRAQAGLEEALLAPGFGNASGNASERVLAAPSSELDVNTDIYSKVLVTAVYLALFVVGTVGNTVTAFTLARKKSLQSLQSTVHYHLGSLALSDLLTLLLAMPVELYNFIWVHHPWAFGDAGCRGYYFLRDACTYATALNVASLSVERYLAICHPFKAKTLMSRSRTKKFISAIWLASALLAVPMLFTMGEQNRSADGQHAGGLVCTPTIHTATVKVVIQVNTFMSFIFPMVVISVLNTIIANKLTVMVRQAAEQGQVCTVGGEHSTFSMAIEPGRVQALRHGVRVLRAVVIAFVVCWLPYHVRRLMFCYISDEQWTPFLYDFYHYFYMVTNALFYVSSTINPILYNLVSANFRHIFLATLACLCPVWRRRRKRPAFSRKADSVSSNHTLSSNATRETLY
Myeloid diff 2 – induction of myeloid progenitor differentiation, primary screen, cell-based, flow cytometry, MLPCN library; hit rate 1% among 360,000; calls only at 10 µM; ER-HoxA9 myeloid progenitors, lysozyme-GFP differentiation; AID 624256, 2012;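 active means normalized GFP-positive differentiation at or above the plate's own cutoff, the solvent-only control mean plus 3 SD; inconclusive means no clear call, values can overlap the other calls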;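 further: cells exposed to compound for four days before flow analysis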
KOR beta-arrestin-2 – KOR antagonists, beta-arrestin recruitment, cell-based, luminescence, uHTS (AID 1778) | Kappa-type opioid receptor (Homo sapiens) | KOR beta-arrestin recruitment, luminescence, antagonist mode; higher % means a stronger effect | inhibition, % at 10 µM; hits with a dose series show IC50 in µM | hit rate 0.091% among 290,000; further: strong numbers were not always called active
GPR55 LPI antagonism – GPR55 antagonists blocking LPI-driven arrestin recruitment, primary screen, imaging, U2OS, beta-arrestin-GFP, LPI agonist (AID 2013); hit rate 0.13% among 290,000; one-dose inhibition, % at 10 µM; IC50 in µM for titrated hits; U2OS GPR55 beta-arrestin-GFP translocation imaging, LPI antagonism; higher % means a stronger effect;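 active means spots per cell inhibited over 60%, with over 100 cells counted and total cytoplasm intensity under 500,000; inconclusive means wells with under 100 cells, flagged as likely toxic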;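 further: U2OS cells stably carrying GPR55 and arrestin-GFP stimulated by 5 µM LPI near EC80; imaged beta-arrestin-GFP aggregate spots per cell after agonist stimulation; plate controls were LPI-stimulated DMSO wells for no effect and DMSO wells without LPI for full effect; some results filed as inactive read as strong as hits; confirmed hits need IC50 under 10 µM and bright autofluorescent wells are also inconclusive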
NOD1 inhibition – NOD1 signaling inhibitors, primary screen, cell-based, luminescence, uHTS (AID 1578) | hit rate 1% among 290,000 | NOD1-driven NF-kB luciferase reporter cells, luminescence; higher % means a stronger effect | inhibition, % at 4 µM; hits with a dose series show EC50 in µM; in the data active means inhibition mostly above about 36%, no sharp cut-off; inactive means mostly below about 34%;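 further: HEK-293T reporter cells stimulated with the NOD1 agonist gamma-tri-DAP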
HEK293 NOD2/NF-kB – NOD2 signaling inhibitors, cell-based, luminescence, uHTS, HEK293 (AID 1566) | one-dose inhibition, % at 4 µM; EC50 in µM for titrated hits | hit rate 0.63% among 290,000 | HEK293 NOD2/NF-kB luciferase reporter, luminescence; higher % means a stronger effect; further: many of its hits are not listed in these tables
T cell modulator – modulators of CD8 T cell-vesicle binding, primary screen, mouse 2C CD8+ T cells, flow cytometry | AID 2052, 2009 | calls only at 7 µM | 2C CD8+ T cell-vesicle binding; stronger effect = lower value | hit rate 0.068% among 330,000;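 active means response, share of CD8 T cells binding vesicles, and their 90th percentile fluorescence all below set limits, cut at about 80% in these data, passing the limit was not always enough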
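Read-out – percent CD8+ FL2 mean versus row control · System – murine 2C transgenic CD8+ T lymphocytes · Times – 1.5 h cell–vesicle binding at 37 °C, then 20 min icy labelling · Control set – naked vesicles low, QL9 vesicles with vehicle high · Detection – cytometric PE anti-B7-1 and Alexa647 anti-CD8 signals after 1% paraformaldehyde fixation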
T cell modulator vesicle-bound % – further read-out of T cell modulator, marked with its call; double positive events, %; measured here: CD8+ vesicle-bound cell fraction;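 binding gate set so that unloaded-vesicle control wells show 10% double positive cells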
NTR1 ag cell count 20 µM – second read-out of NTR1 ag, no call of its own (marks repeat the call); cell count; measured here: cell count, cytotoxicity flag
Myeloid diff 2 GFP+ MAC1+ % – also measured in Myeloid diff 2; calls as there; GFP+ MAC1+ double positive, %; measured here: differentiation confirmed by MAC1 staining
Active calls of the source: *; i = inactive; ? = inconclusive; · = no result given; + = active, no number; [ ] = another dose, or the depositor's remark. Unless noted, no stated cut-off is given here; in the data, active means inhibition above about 50%; inactive means the rest.

item	Structure	GPR55 beta-arrestin	KOR beta-arrestin-1	NTR1 ag	NTR1 ag cell count 20 µM	Myeloid diff 2	Myeloid diff 2 GFP+ MAC1+ %	KOR beta-arrestin-2	GPR55 LPI antagonism	NOD1 inhibition	HEK293 NOD2/NF-kB	T cell modulator	T cell modulator vesicle-bound %
1	COc1ccc(CNC(=O)COC(=O)c2ccc(F)c(S(=O)(=O)N3CCCCC3)c2)cc1OC	-0.2%	0.3%	2.1	55	i	0.1	3%	8%	-3%	16%	i	30
2	O=c1c2ccccc2oc2ncccc12	0.3%	-0.3%	-0.9	65	i	0.0	-18%	9%	-2%	8%	i	7
3	CN1CCN(c2ccc(CNS(=O)(=O)Cc3cccc(C(F)(F)F)c3)cc2)CC1	0.0%	2.7%	1.7	46	i	0.6	10%	-1%	29%	43%	i	18
4	CC1(C)C(c2cccs2)=[N+]([O-])C2(CCCCC/C2=N\NC(N)=O)N1O (configuration not stated)	0.6%	0.5%	-1.7	47	i	0.9	-23%	18%	5%	8%	i	44
5	CCOC(=O)c1c(C)[nH]c(C=Nc2ccc(OC)cc2)c1O	0.4%	-1.6%	0.0	57	i	1.6	27%	4%	-38%	10%	i	34
6	Cc1ccnc(NC(=O)c2cc3c(=O)oc4ccc(C)cc4c3s2)c1	0.0%	1.8%	-0.6	63	i	0.7	41%	0%	-7%	6%	i	28
7	O=C(CSc1ccccn1)C12CC3CC(CC(C3)C1)C2	0.3%	-3.1%	2.2	37	i	0.2	38%	-4%	-29%	5%	i	51
8	Cc1ccc2nc(SCc3nc4ccccc4c(=O)[nH]3)[nH]c2c1	0.1%	1.2%	1.6	50	i	0.1	-18%	3%	-55%	-62%	i	23
9	COc1ccc(C(=O)Nn2c(SCC(=O)NC3CCCC3)nc3ccccc3c2=O)cc1	0.1%	2.1%	-2.0	97	i	1.7	1%	8%	13%	7%	i	31
10	C[C@H](NC(=O)C1CCC(CNC(=O)[C@@H]2CCCN2C(=O)OC(C)(C)C)CC1)C(=O)O (some centres not stated)	-0.2%	1.5%	-1.3	100	i	0.3	29%	10%	-3%	23%	i	44
11	CN(CCC1CCCCO1)C(=O)CCc1nnc(CCCCc2ccccc2)o1 (configuration not stated)	-0.1%	·	3.4	79	i	0.4	-23%[20 µM]	4%	-39%	-34%	i	54
12	COc1ccc(CC(=O)N(c2ccccc2)c2nc(C)cs2)cc1	-0.2%	1.1%	0.0	48	i	0.2	-7%	-3%	-8%	-1%	i	46
13	CCN(CC)c1ccc(S(=O)(=O)N2CCOCC2)cc1NC(=O)CN1CCN(Cc2ccccc2)CC1	-0.1%	-0.5%	3.0	52	?	·	17%	2%	-4%	-8%	i	54
14	CC(C(=O)NCCC1=CCCCC1)c1ccc([N+](=O)[O-])cc1 (configuration not stated)	0.2%	-1.8%	-0.4	100	i	0.4	7%[20 µM]	-3%	-21%	-15%	i	55
15	COc1ccc(NC(=O)c2cc(S(=O)(=O)N3CCc4ccccc43)cn2C)c(OC)c1	-0.1%	-4.9%	0.2	96	i	1.4	15%[20 µM]	-4%	-3%	20%	i	24
16	CCC(C)NC(=O)CSc1nnc(-c2ccc(C(C)(C)C)cc2)n1C (configuration not stated)	1.0%	4.8%	-0.8	45	i	4.5	4%	3%	-1%	22%	·	·
17	Cc1ccc(OCCCCN2CCCCC2)cc1	0.4%	-8.2%	1.6	43	i	0.5	-18%[20 µM]	22%	13%	-20%	i	56
18	Cc1cccc(/C=N/n2c(-c3ccncc3)n[nH]c2=S)c1	-0.2%	-0.8%	-2.3	50	i	0.6	-25%	1%	15%	6%	i	46
19	O=c1cc(CO)occ1OCc1ccccc1	0.2%	-1.4%	-1.0	77	i	0.2	-27%	1%	-4%	2%	i	26
20	S=C(NCC1CCCO1)NC12CC3CC(CC(C3)C1)C2 (configuration not stated)	-0.3%	-5.0%	1.6	36	i	0.1	6%	9%	-25%	14%	i	4
21	O=S1(=O)CCC(NS(=O)(=O)c2cccc3cccnc23)C1 (configuration not stated)	0.3%	-1.6%	14	79	i	1.3	31%	-10%	-19%	-2%	i	46
22	COc1ccc(-c2nnc(SCC(=O)NCC3CCCO3)o2)cc1 (configuration not stated)	0.3%	1.4%	0.7	71	i	0.9	-34%	-6%	-15%	5%	i	66
23	Cn1c(=O)c2ncn(CC(=O)O)c2n(C)c1=O	0.7%	-0.5%	-0.9	41	i	0.1	4%	8%	-5%	13%	i	28
24	CCN1CCN(CC(=O)N2N=C(c3cccs3)CC2c2ccc(F)cc2)C(=O)C1=O (configuration not stated)	-0.3%	-0.8%	-0.3	54	·	·	1%	-2%	-42%	9%	i	46
25	CO/N=C/C(C#N)=C/c1cc(C(=O)c2ccccc2)cn1C	0.0%	-3.3%	3.2	49	i	0.7	-1%	-1%	2%	16%	i	63
26	CC(C)C(=O)NC(NC(=S)Nc1cccc2cccnc12)C(Cl)(Cl)Cl (configuration not stated)	0.5%	1.6%	-1.0	70	i	0.4	1%	4%	11%	14%	i	46
27	COc1cc(CNCc2cccs2)ccc1OCc1ccccc1	0.5%	2.8%	1.9	54	i	0.5	-14%	13%	10%	-6%	i	13
28	O=C(Nc1ccc2nc(-c3ccccc3)[nH]c2c1)c1ccco1	0.9%	1.0%	1.4	82	i	0.4	-22%	-12%	-23%	-16%	i	48
29	O=C(/C=C/N1CCOCC1)c1cc2ccccc2o1	-0.4%	-1.1%	-0.6	39	i	0.9	24%	-5%	-28%	-43%	i	57
30	COCCNS(=O)(=O)c1cccc2cccnc12	-0.2%	-4.8%	-1.3	52	i	2.2	11%	-2%	-1%	14%	i	34
31	COC(=O)c1ccc(Cl)c(NC(=O)CSc2nnc(-c3ccncc3)o2)c1	0.0%	-3.1%	-0.3	62	i	2.5	10%	12%	-7%	13%	i	18
32	COc1ccc(CSc2nc(CSC)cc(N3CCOCC3)n2)cc1	-0.2%	-2.2%	1.8	45	+	5.3*	7%	19%	8%	12%	i	28
33	COc1ccc(C(C(=O)NCC2CCCO2)N(C(=O)Cn2nnc3ccccc32)c2ccccc2C(C)=O)cc1OC (configuration not stated)	-0.1%	-1.7%	-0.6	46	i	0.6	-21%	12%	-16%	1%	i	40
34	COc1ccc(S(=O)(=O)NCCc2cn3nc(C)c(C)nc3n2)cc1F	0.3%	5.6%	-0.7	46	i	0.6	-38%	-20%	-31%	4%	i	24
35	COc1ccc(-c2noc(C3CCCN(C(=O)c4c(F)cccc4F)C3)n2)cc1OC (configuration not stated)	-0.1%	-5.1%	-0.7	67	i	0.8	17%[20 µM]	-9%	-25%	13%	i	64
36	CCCCN(C(=O)CSc1nnc(-c2ccc(OC)cc2)n1CC)c1c(N)n(Cc2ccccc2)c(=O)[nH]c1=O	-0.3%	7.0%	-0.3	104	i	0.7	8%	9%	-29%	11%	i	63
37	C=CCC(O)(CCN1CCCCC1)c1ccccc1 (configuration not stated)	0.0%	5.5%	1.2	70	i	0.5	-28%	-23%	-19%	5%	i	42
38	CCOC(=O)c1c(NC(=O)CSc2nnc3c(Cl)cc(Cl)cn23)sc2c1CCC2	-0.3%	-2.1%	8.9	41	i	2.6	-18%	4%	15%	18%	i	57
39	CN1CCc2c(sc3nc(SCC(=O)N4CCOCC4)nc(N)c23)C1	0.2%	3.0%	1.0	36	i	1.8	-5%	14%	-25%	-1%	i	21
40	COc1cc(/C=N/N=C(N)N)ccc1OCc1ccc(Cl)cc1	-0.1%	4.3%	4.4	83	i	0.7	-35%[20 µM]	12%	-20%	-45%	i	29
41	Cc1ccc([N+](=O)[O-])c(OCCN2C(=O)NC(C)(C)C2=O)c1	0.2%	-2.8%	0.2	46	i	0.2	-16%	11%	-15%	-2%	i	50
42	O=C(CSc1nnc2ccccn12)NC(=O)Cc1ccccc1	0.2%	-1.8%	0.0	60	i	0.9	-9%	0%	-29%	13%	i	9
43	CCc1ccc(Nc2nc(N)nc(CSc3nnnn3-c3ccccc3)n2)cc1	-0.1%	0.8%	1.7	55	i	0.8	-9%	4%	-41%	1%	i	56
44	Nc1nnc(CC(=O)N/N=C/c2ccc(-c3ccccc3)o2)s1	-0.1%	3.2%	1.1	69	i	0.2	2%	12%	-50%	-5%	i	44
45	CCOC(=O)CNC(=O)Cn1cnc2ccc(S(=O)(=O)N3CCC(C)CC3)cc2c1=O	0.0%	35%	0.6	56	i	1.2	-1%	26%	-16%	-8%	i	27
46	O=C(Nc1ccc(OC(=O)c2ccncc2)cc1)c1ccncc1	0.2%	0.4%	2.6	68	i	0.5	-5%	8%	1%	13%	i	36
47	COc1ccc(/C=N/NC(=O)c2cccc([N+](=O)[O-])c2)cc1O	-0.1%	-5.2%	-1.0	44	i	0.0	-6%[20 µM]	5%	-24%	-8%	i	33
48	Nc1cccc(C2=Nc3cccc4cccc(c34)N2)c1	0.6%	3.4%	·	·	i	0.3	0%	-1%	-18%	2%	i	43
49	S=C(Nc1ccccc1)c1nc2ccccc2s1	0.1%	0.6%	4.3	95	i	0.2	2%	3%	59%	-89%	i	56
50	N#Cc1ccc(-c2ccc(Cl)cc2)nc1Oc1ccc(F)cc1	-0.2%	-1.1%	6.4	66	i	1.1	-39%	5%	·	5%	i	38
51	COc1ccc(/C=C/C(=O)OCC(=O)N2CC(=O)Nc3ccccc32)cc1S(=O)(=O)N1CCOCC1	-0.4%	-3.1%	2.4	42	i	0.9	-28%	-5%	-32%	-5%	i	56
52	O=C(COCc1nc2ccccc2c(=O)[nH]1)NC1CCCC1	0.3%	-2.3%	-0.7	56	i	1.1	8%	8%	-16%	8%	i	32
53	CCn1c(=N)n(CC(=O)c2ccc(OC)cc2)c2ccccc21	0.0%	-0.5%	-0.1	49	i	0.7	-16%	17%	-21%	6%	i	29

An excerpt, so the mix of outcomes need not match the whole.
